INS-1E GSIS act – primary screen for activators of insulin secretion dependent on glucose, INS-1E cells, GLuc reporter luminescence; INS-1E GLuc reporter insulin secretion, 2-3 h; 0.61% of 370,000 active; activation, % at 16.6 µM;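 active means lowest replicate activation of at least 40%, so every replicate reaches that level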;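 further: 0% = median of neutral control wells and 100% = median of IBMX positive control wells; some compounds called inactive have numbers as strong as hits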
RAD54 inh – blocks human RAD54 Holliday junction branch migration; Q92698; FAM/BHQ fluorescence; inhibition, % at 10.4 µM; 0.14% of 360,000 active; AID 602329;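 active means mean normalized replicate activity at least 40 and at least half of replicates scoring 40 or more; inconclusive means only one of the two criteria met; inactive means mean below 40 and under half of replicates reaching 40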;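 further: 0% = median of neutral control wells and 100% = median of positive control wells; inhibitors cause a drop in the FAM fluorescence signal; in these data hits start at about 50%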
esBAF inh – blocks esBAF chromatin remodeling in mouse ES cells; 2% of 350,000 active; Bmi1-luciferase knock-in reporter, 24 h; 100% = twice the neutral-well signal; AID 602393; reporter increase, % at 12.5 µM; in the data active means activation above about 40%; inconclusive means no clear call, values can overlap the other calls;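 further: 0% = median of the plate's neutral control wells and 100% = double that signal; a rise in the Bmi1 reporter signal indicates esBAF inhibition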
ARNT TACC3 PPI – disrupts binding between human ARNT and TACC3. Q9Y6A5. AlphaScreen His-ARNT PAS-B/GST-TACC3 binding, luminescence; TACC3 fragment carries E629A point mutation. inhibition, % at 9.99 µM. 0.66% of 390,000 active. AID 623870;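 active means mean inhibition of replicates at least 50% and at least half of replicates each reaching 50%; inconclusive means half or more replicates reach 50% but mean below 50%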;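 further: 0% = complete ARNT plus TACC3 wells and 100% = ARNT alone without TACC3; many hits fall short of the cut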
CFTR F508del cor – CFTR F508del correction in bronchial cells; activity (quench increase), % at 7.58 µM; 0.36% of 350,000 active; CFBE cells, YFP halide quenching; stimulated with forskolin plus potentiator P3; % fluorescence drop versus neutral controls; AID 720511;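 active means mean added fluorescence quench of at least 8% versus neutral control, with both replicates also reaching 8%; inconclusive means only one of the mean or replicate conditions met; inactive means mean below 8% and not both replicates reaching 8%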;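 further: cells transiently co-express mutant CFTR-F508del with the halide-sensitive YFP; corrector assay measuring rescue of mutant channel to the surface after 24 h compound exposure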
RAD52 anneal inh – RAD52 (human) annealing inhibition | AID 651710 | inhibition, % at 18.7 µM | recombinant RAD52 DNA annealing, FRET fluorescence | 0.46% of 360,000 active | P43351;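 active means every replicate showing at least 50% inhibition; inconclusive means mean inhibition at least 50% but not in every replicate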
Target sequence (P43351 whole entry, looked up): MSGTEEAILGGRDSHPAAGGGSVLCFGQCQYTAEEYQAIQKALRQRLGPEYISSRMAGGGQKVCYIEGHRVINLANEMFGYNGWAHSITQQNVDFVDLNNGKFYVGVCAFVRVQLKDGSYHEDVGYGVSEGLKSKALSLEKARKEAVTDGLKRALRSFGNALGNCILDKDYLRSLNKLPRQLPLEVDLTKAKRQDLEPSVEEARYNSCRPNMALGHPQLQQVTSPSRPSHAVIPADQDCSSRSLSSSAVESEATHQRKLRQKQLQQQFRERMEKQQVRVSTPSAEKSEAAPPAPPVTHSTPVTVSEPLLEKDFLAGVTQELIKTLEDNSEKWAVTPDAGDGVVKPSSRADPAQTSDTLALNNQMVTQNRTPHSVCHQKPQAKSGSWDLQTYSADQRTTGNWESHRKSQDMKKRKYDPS
Xi reactivation – reactivates the inactive X chromosome in mouse fibroblasts; activation, % at 7.58 µM; 0.055% of 360,000 active; XiGFP mouse fibroblasts, % GFP-positive cells imaging, 3 d; cells co-treated with 5-aza-dC sensitizer; scaled so ellipticine positive control = 100%; AID 743238;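 active means mean normalized replicate activation at least 10% and every replicate at or above 10%; inconclusive means only one of the two criteria met; inactive means mean below 10% and not all replicates reach 10%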;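 further: 0% = median of on-plate neutral control wells and 100% = ellipticine 6 µM median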
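System: XiGFP fibroblasts, SV40-immortalized. Medium: DMEM plus 5-aza-dC sensitizer. Doses: single point. Timing: 3 d treatment, 15 min room-temperature fixation. Control set: ellipticine 6 µM.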
ERAP1 inh – inhibitors of human ERAP1 aminopeptidase. recombinant ERAP1, Leu-AMC fluorescence, 60 min. inhibition, % at 10.7 µM. 0.15% of 340,000 active. AID 652197;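 active means mean replicate inhibition of at least 30%, or all replicates individually reaching that 30% level; inactive means mean below 30% and not every replicate reaching it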;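 further: 0% = neutral control wells and 100% = L-leucinethiol positive control wells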
Numbers without * were called inactive; ? = inconclusive; · = not tested or not shown. Outcome played no part in choosing rows, and some 3.3% of all compounds hit somewhere here.

SMILES	INS-1E GSIS act	RAD54 inh	esBAF inh	ARNT TACC3 PPI	CFTR F508del cor	RAD52 anneal inh	Xi reactivation	ERAP1 inh
N=c1oc2ccccc2cc1C(=O)Nc1ccc(F)cc1	-15	8	-16	-15	-0.5	-9	0.0	2
CN(C)CC(=O)N1[C@@H](CO)[C@@H](c2ccccc2)C12CN(CCC(F)(F)F)C2	5	·	·	·	1.2	9	0.0	0
CN(Cc1ccccc1)C(c1cc2ccccc2o1)c1nnnn1C(C)(C)C (stereo not given)	1	·	·	·	4.0	-7	0.3	-3
CCN(CC)c1ccc(NC(=O)CN2C(=O)CC(C)(C)S(=O)(=O)c3ccccc32)c(C)c1	-33	-5	-23	7	-3.3	-8	-0.2	3
Cc1ccc(NC(=O)CSc2nnc(Cc3cccn3C)n2-c2ccc(F)cc2)cc1	-18	-7	4	6	4.7	-48	0.1	2
COc1ccc(NC(=O)N(C)C[C@H]2OCCCC[C@@H](C)Oc3ccc(NC(=O)Nc4ccc(C(F)(F)F)cc4)cc3C(=O)N([C@H](C)CO)C[C@@H]2C)cc1	11	6	-2	-3	4.0	-1	0.1	1
C[C@H]1CN([C@@H](C)CO)S(=O)(=O)c2ccc(Br)cc2O[C@@H]1CN(C)Cc1ccccn1	19	-4	-3	-7	1.3	1	-0.9	2
CCOC(=O)C1CCCCN1Cc1cn[nH]c1-c1ccc(F)cc1F (stereo not given)	5	·	·	1	-3.6	-7	0.0	-3
COc1ccc(C(=O)OCC(=O)Nc2cccc(S(=O)(=O)NC3=NCCCCC3)c2)cc1[N+](=O)[O-]	-24	-1	-13	1	1.9	-7	0.3	1
CCOC(=O)c1sc(C)c2c(=O)n(CC(=O)c3ccc(Br)cc3)nnc12	0	7	-1	4	·	·	·	·
CO[C@@H]1CN(C)C(=O)c2cc(NC(=O)CC(F)(F)F)ccc2OC[C@H](C)N(C(=O)c2ccccc2F)C[C@@H]1C	0	·	·	·	-0.2	-60	0.1	1
CC(=O)c1sc2c(c1OC(=O)c1ccccc1)c(=O)n(-c1ccccc1)c(=S)n2-c1ccccc1	-1	·	·	4	7.8	-22	0.0	-2
CN(Cc1cnn(C)c1)Cc1nc(C(c2ccccc2)c2ccccc2)no1	3	·	·	·	-0.6	-4	0.3	-1
O=C(CCNC(=O)N1CCn2c1nc1ccccc12)NCc1ccc(F)cc1	3	0	-2	·	-1.7	-5	0.0	-3
CCc1ccc(NC(=O)C(C)OC(=O)C2CCN(c3ccc(C(F)(F)F)cn3)CC2)cc1 (stereo not given)	13	·	·	-2	3.0	-6	0.1	-4
OC(CNCc1ccccc1Cl)C(F)(F)F (stereo not given)	4	·	·	-3	0.4	-12	0.2	-3
COc1cccc(CNS(=O)(=O)c2c(C)nc3scc(C)n3c2=O)c1	30	-18	1	-2	2.6	-10	-0.1	-3
O=C1CC(c2cccc(F)c2)c2c(c3ccccc3[nH]c2=O)O1 (stereo not given)	-4	·	·	-3	-1.3	-18	0.0	-6
Cc1noc(C)c1NC(=O)Nc1ccc2c(c1)C(=O)N([C@@H](C)CO)C[C@H](C)[C@H](CN(C)Cc1ccc(C(=O)O)cc1)OCCCC[C@H](C)O2	7	6	1	-4	0.7	·	0.3	·
CN(C(=O)COC(=O)C1CCN(S(=O)(=O)c2cccs2)CC1)c1ccccc1	3	·	·	0	-3.3	-17	0.2	4
O=C(c1cc(C2CC2)nn1-c1ccccc1)N1CCN(Cc2ccc(Cl)cc2)CC1	-38	-10	-5	2	-1.2	-20	0.1	-2
O=C(CN1CCN(c2ccc(F)cc2)CC1)N1N=CCC1c1ccccc1 (stereo not given)	0	-5	-4	-2	0.3	-10	·	1
Cc1ccccc1C(=O)N(C)[C@H]1C[C@H]2c3[nH]c4c(-c5ccc6c(c5)OCO6)cccc4c3CCN2C(=O)[C@H]1[C@H](C)O	2	·	·	·	-2.7	-5	0.4	4
COc1ccc(N2CCN(C(CNS(=O)(=O)c3ccccc3)c3ccccc3)CC2)cc1 (stereo not given)	21	·	-2	14	1.9	-12	0.3	4
CCCNC(=O)N1CC2(C1)[C@H](c1ccccc1)[C@H](CO)N2C(=O)C1CCCCC1	5	·	·	·	4.1	-2	0.3	0
CCN(CC)CCN1CCN(c2cncc(-c3cccc(N)c3)n2)CC1	35	73*	-3	·	0.7	99*	0.4	-4
O=C(CCCc1c[nH]c2ccccc12)Nc1ncccc1O	-3	0	-5	17	-5.6	-6	0.3	2
CCc1nc2sc3c(c2c(=O)n1N)CC(C)(C)OC3	-3	·	·	27	2.0	-8	0.1	4
Cc1ccc(-c2nc3c4ccccc4ccn3c2Cc2ccsc2)cc1	42	-7	16	·	0.5	-69	-0.2	-1
O=S(=O)(c1ccc(F)cc1)N1C[C@H]2[C@@H](c3ccccc31)[C@@H](CO)N2Cc1ccc2c(c1)OCO2	-5	-30	-3	2	2.8	-11	0.4	·
CC(Oc1cc2oc(=O)c3c(c2cc1Cl)CCCC3)C(=O)NCc1ccccn1 (stereo not given)	-17	-1	-8	-2	0.4	1	0.1	2
CCN1[C@@H]2c3ccc(C4=CCCCC4)c(=O)n3C[C@H]1[C@H](CO)[C@H]2C(=O)NCCOC	7	16	-2	-5	·	9	-0.2	0
CCN=c1scc(C)n1/N=C/c1cc(Br)c(O)c(OC)c1	17	·	·	21	-0.8	4	0.3	0
C[C@H]1CN([C@@H](C)CO)C(=O)c2cc(-c3ccccc3F)cnc2O[C@H]1CN(C)C(=O)c1ccccn1	13	7	2	-4	-2.0	8	-1.3	-2
O=C(C[C@@H]1C=C[C@H](NS(=O)(=O)c2ccccc2)[C@H](CO)O1)NCc1ccc(Cl)c(Cl)c1	-19	·	-5	·	0.4	·	0.1	·
CCn1c(C)c(C)c2cc(C(=O)NCCN3CCOCC3)ccc21	4	1	-2	2	-2.0	-4	0.0	1
O=S1(=O)CCN(Cc2csc(-c3cccs3)n2)CC1	4	·	·	-4	-2.4	-12	0.2	·
Cc1cc(F)ccc1S(=O)(=O)N1CCCOC1CNC(=O)C(=O)NCc1ccc2c(c1)OCO2 (stereo not given)	-7	6	3	-5	0.1	-6	0.1	2
O=C(Cc1ccccn1)NCC[C@H]1CC[C@@H](NC(=O)Nc2ccc(C(F)(F)F)cc2)[C@@H](CO)O1	10	0	2	0	31*	-17	0.0	0
CCn1nnc(NC(=O)COc2ccc([N+](=O)[O-])cc2)n1	-1	·	5	3	3.3	-1	-0.5	1
O=C(Nc1ccccc1C(=O)NCc1cccnc1)c1ccccc1F	3	13	-3	·	-4.9	-4	0.3	-2
COc1ccc(C(=O)N/N=C/c2c(CO)cnc(C)c2O)cc1	19	·	·	72*	2.4	-23	1.2	33*
CCCC#Cc1cnc2c(c1)C(=O)N([C@@H](C)CO)C[C@H](C)[C@@H](CN(C)C(=O)CCN1CCCCC1)O2	1	5	-3	-6	1.6	3	-0.6	-1
CCc1cc2c(=O)c(-c3cnn(-c4ccccc4)c3)c(C(F)(F)F)oc2c(CN(C)C)c1O	12	-2	·	9	·	-6	0.0	-1
O=[N+]([O-])c1ccc(-c2nc(=S)c3c(o2)CCCC3)cc1	14	-2	21	-2	·	1	-0.5	1
COc1ccccc1N1CCN(C(C)C(=O)Nc2ccc(S(=O)(=O)N3CCOCC3)cc2)CC1 (stereo not given)	-11	·	·	-13	-3.6	-20	0.2	-4
O=C(O)c1cc(NC(=O)c2ccc(Br)cc2)cc(NC(=O)c2ccc(Br)cc2)c1	-21	2	-1	2	0.1	-26	0.2	-3
COc1ccc(NS(=O)(=O)c2ccc(OC)c(NC(=O)CCC3CCCC3)c2)cc1	-24	·	-7	-3	·	·	-0.1	·
N#C/C(=C\c1ccccc1[N+](=O)[O-])C(=O)Nc1ccc(S(N)(=O)=O)cc1	-6	4	-5	-3	1.5	-20	0.0	1
CCN(CC)C(=O)Cn1cc(S(=O)(=O)CC(=O)N2CCCCCC2)c2ccccc21	19	·	·	-1	-2.1	-13	0.0	-9
CCC(Oc1ccccc1OC)C(=O)Nc1ccc2c(c1)OCO2 (stereo not given)	-6	-9	6	·	-2.3	-5	0.2	3
Cc1cc(=O)oc2cc(NC(=O)C(CCCN=C(N)N)NC(=O)OCc3ccccc3)ccc12 (stereo not given)	13	2	9	6	1.5	12	-0.1	-6
Cn1nnnc1SCc1ccc(C(=O)Nc2nccs2)cc1	9	12	35	38	·	·	·	·
COc1ccc(-c2nn(-c3ccccc3)cc2/C=N/Nc2ccc3ccccc3n2)cc1OC	8	·	·	2	?	-27	0.2	-6
COc1ccc(CCNC(=O)COc2ccc(S(=O)(=O)N3CCOCC3)cc2)cc1OC	5	-6	3	1	·	·	·	·
N#Cc1cccc(-c2ccc3c(c2)[C@H]2[C@H](CCN2Cc2ccncc2)[C@H](CO)N3)c1	-5	-8	22	14*	-1.7	-65	0.2	3
COC(=O)CCC(=O)Nc1cc(Cl)cc(Cl)c1	-4	·	6	-9	-0.3	-4	0.1	0
Cc1cccc(C(=O)Oc2ccc(/C=N/O)cc2)c1	1	14	76*	6	-0.4	-10	·	0
Cc1ccc(S(=O)(=O)N2CCN(Cc3cc4c(cc3Br)OCCO4)CC2)cc1	-17	·	3	·	-1.6	-5	0.5	-9
COC(C(=O)Nc1ccnn1C1CCN(Cc2ccccn2)CC1)c1ccccc1 (stereo not given)	16	-6	3	2	-1.1	-20	0.1	-2

Continuation.
SMILES	INS-1E GSIS act	RAD54 inh	esBAF inh	ARNT TACC3 PPI	CFTR F508del cor	RAD52 anneal inh	Xi reactivation	ERAP1 inh
CCN1/C(=C/c2sc(-c3ccccc3C)c[n+]2C)Sc2ccccc21	0	·	·	·	-5.4	69*	-0.1	5
CCC(=O)N(c1nnc(SCC(=O)Nc2sccc2C(N)=O)s1)C1CC1	10	0	-2	·	-3.2	-30	0.0	-4
CC(=O)N/C(=N\c1nc(C)cc(C)n1)Nc1ccc2ccccc2c1	-1	0	-38	-7	-0.5	-13	0.2	-3
Cc1ccccc1NC(=O)N1CCN(C/C=C/c2ccccc2)CC1	·	-3	-7	-4	1.1	-7	0.5	-5
CCOc1ccc(C)cc1S(=O)(=O)n1cnc2ccccc21	-3	9	-16	5	9.9*	-28	0.3	6
CCCCc1nc2ccccc2n1Cc1nnc2n1-c1ccccc1SC2	8	-10	-4	2	·	0	·	1
Cc1noc(/C=C/c2ccccn2)c1[N+](=O)[O-]	-3	-1	48*	5	1.2	-3	0.1	-1
COc1ccc(-c2c(NC(=O)c3ccco3)oc3c(C)cccc3c2=O)cc1OC	27	·	·	-6	1.0	13	0.0	2
CC(=O)Nc1ccc(S(=O)(=O)NC2=NCN(c3cccc([N+](=O)[O-])c3)CN2)cc1	-3	-5	-1	-11	-0.3	-8	0.0	2
CCCNS(=O)(=O)c1ccc(NC(=O)c2cccnc2)cc1	18	3	-14	0	·	·	·	·

An excerpt from above in order of the esBAF inh value, lowest first:
molecule	esBAF inh
CC(=O)N/C(=N\c1nc(C)cc(C)n1)Nc1ccc2ccccc2c1	-38
Cc1ccccc1NC(=O)N1CCN(C/C=C/c2ccccc2)CC1	-7
Cc1noc(/C=C/c2ccccn2)c1[N+](=O)[O-]	48*

Compound activity (PubChem BioAssay)
